# High-throughput results: PubChem BioAssay, National Center for Advancing Translational Sciences (NCATS)
# Mito fusion yeast: qHTS Assay for Small Molecule Inhibitors of Mitochondrial Division or Activators of Mitochondrial Fusion | S. cerevisiae fusion-defective mutant growth rescue, CellTiterGlo 48 h | Potency, µM (series often up to 46.1 µM), for inactives: top-dose growth rescue (activation), usual class: activators | actives 0.23% (n = 320,000) | AID 485298, 2010;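 further: potency means the concentration at half of the fitted maximal effect; % of control where 0% means no effect; nearly all actives have a fitted effect of over 45% in size; temperature-sensitive fusion mutants such as fzo1-1 at 37 °C on non-fermentable ethanol glycerol medium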
#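 Temperature-sensitive fusion-defective S. cerevisiae (e.g. fzo1-1, mgm1-5) were grown with compound in YPEG medium (3% ethanol, 3% glycerol) for 48 hours at 37C. Growth rescue was measured as viability by CellTiterGlo luminescence after 10 minutes at ambient.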
# TCR act: Activators of T cell receptors: qHTS campaign; primary human leukocytes, anti-CD3, IL-2 HTRF, 48 h; Potency, µM (series often up to 9.22 µM), inactives show at the top dose activation of IL-2 secretion, hits mostly activators; 330,000 tested, under 10 active; AID 504894, 2011; further: % of control where 0% means no effect
#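 Primary human leukocytes receive a-CD3 beads and test compound and are incubated 48 hr. Secreted IL-2 is then assayed by HTRF, measuring 665nm acceptor emission after 320nm excitation of the europium donor.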
# Menin MLL FP TR: qHTS Assay for Inhibitors Targeting the Menin-MLL Interaction in MLL Related Leukemias: Competition With Texas Red Labeled MLL-derived Mutant Peptide | Menin + Texas Red MLL mutant peptide, fluorescence polarization | Potency, µM (titrated, usually from 61.6 µM), without a hit: at the top dose FP activity change, negative = inhibition, usual class: inhibitors | actives 0.23% (n = 270,000); active means well fitted inhibition curve with a large enough effect in the polarisation, with a control signal flat, not every such curve was filed as active; inconclusive means small, poorly fitted or top-dose-only effect, or effect the other way, or a change in a side signal; inactive means no such curve, though single readings can be large or run the other way; the % refers to the polarisation; further: potency means the concentration at half of the fitted maximal effect; % of control where 0% means no effect; many of its hits are not listed in these tables
# Target sequence (O00255 whole entry, looked up): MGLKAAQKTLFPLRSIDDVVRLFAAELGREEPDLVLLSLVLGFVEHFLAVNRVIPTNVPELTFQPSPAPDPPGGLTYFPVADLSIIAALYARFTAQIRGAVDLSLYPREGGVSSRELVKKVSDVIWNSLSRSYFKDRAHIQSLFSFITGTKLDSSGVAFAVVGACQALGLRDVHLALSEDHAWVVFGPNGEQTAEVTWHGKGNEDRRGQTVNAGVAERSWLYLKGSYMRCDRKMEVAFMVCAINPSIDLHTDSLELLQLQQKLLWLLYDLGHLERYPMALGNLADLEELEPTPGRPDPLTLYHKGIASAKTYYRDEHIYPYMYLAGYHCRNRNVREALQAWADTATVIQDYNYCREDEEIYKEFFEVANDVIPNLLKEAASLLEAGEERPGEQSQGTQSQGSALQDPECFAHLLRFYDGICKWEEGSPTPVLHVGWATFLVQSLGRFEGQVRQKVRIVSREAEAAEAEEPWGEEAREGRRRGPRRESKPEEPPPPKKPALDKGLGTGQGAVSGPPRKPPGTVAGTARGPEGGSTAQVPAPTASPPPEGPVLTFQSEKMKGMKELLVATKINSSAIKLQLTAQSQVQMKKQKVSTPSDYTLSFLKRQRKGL
# MLL CXXC-DNA inh: qHTS Fluorescence Polarization Assay for Inhibitors of MLL CXXC domain - DNA interaction. Histone-lysine N-methyltransferase 2A (Homo sapiens), Q03164. MLL-CXXC / FITC-HOXA9 DNA fluorescence polarization. Potency, µM (titrated, usually from 115 µM), inactives show at the top dose activity change, negative = inhibition, most hits filed as inhibitors. actives 0.037% (n = 290,000). AID 2662, 2010; active means well fitted inhibition curve with a large enough effect in the polarisation, with a control signal flat, not every such curve was filed as active; inconclusive means small, poorly fitted or top-dose-only effect, or effect the other way, or a change in a side signal; inactive means no such curve, though single readings can be large or run the other way; the % refers to the polarisation; further: potency means the concentration at half of the fitted maximal effect
#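 Fluorescence polarization: 7 uM MLL-CXXC (stock) preincubated 5 min with compounds, then 50 nM fluorescein-HOX-A9 DNA (stock) added; 30 min ambient. Buffer 50 mM Tris-HCl pH 7.5, 50 mM NaCl, 1 mM DTT, 0.05% BSA.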
# S-ASM inh: Inhibitors of Secretory Acid Sphingomyelinase (S-ASM): qHTS; Sphingomyelin phosphodiesterase (Homo sapiens), P17405; placental ASM, HMU-PC fluorogenic substrate, 60 min; Potency, µM (top dose mostly 57.5 µM), inactives show at the top dose activity change, negative = inhibition, actives largely listed as inhibitors; actives 0.006% (n = 340,000); further: potency means the concentration at half of the fitted maximal effect
#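 Human placenta-derived ASM preincubated with compound 10 min at room temperature, then reacted with 9 uM (final) fluorogenic HMU-PC substrate for 60 min at 37 C. Stop solution raises pH to 10; fluorescence read at Ex 386/Em 447 nm.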
# A-T KAP1 phos: qHTS Assay for Identifying a Potential Treatment of Ataxia-Telangiectasia; […] A-T fibroblasts, KAP-1 phosphorylation AlphaLISA; neocarzinostatin DNA damage 30 min before lysis; Potency, µM (titrated, usually from 57.5 µM), for the others: at the highest dose activation, hits mostly activators; actives 0.19% (n = 320,000); AID 485349, 2010; further: potency means the concentration at half of the fitted maximal effect; % of control where 0% means no effect; nearly all actives have a fitted effect of over 45% in size
#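 ATM-like activity read as KAP-1 phosphorylation via AlphaLISA donor/acceptor antibody pairs after lysis and 6 hr at 25C. Cells were ATM-null patient fibroblasts ([…], hTERT), dosed 60 min, then exposed to the DSB inducer NCS for 30 min.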
# Integrin act MD: qHTS for Activators of Integrin-Mediated Alleviation for Muscular Dystrophy; Potency, µM (series often up to 38.3 µM), without a hit: top-dose activation, actives largely listed as activators; actives 0.064% (n = 350,000); AID 624291, 2012; alpha7betagal myoblasts, beta-gal FDG fluorescence, 48 h;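 further: potency means the concentration at half of the fitted maximal effect; 100% = response of the positive control SU9516; nearly all actives have a fitted effect of over 60% in size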
#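 Alpha7betagal+/- myoblasts (passage 13) were plated 16-24 hr, then exposed to compounds (1:260 dilution of DMSO stock) for 48 hours at 37C. After MPER lysis, β-galactosidase reporter activity was read as FDG fluorescence (ex 480/em 540) after 30 minutes.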
# MBNL1-CUG inh: qHTS Assay for Inhibitors of MBNL1-poly(CUG) RNA binding; TR-FRET MBNL1-His/biotin-(CUG)12 binding, 665/545 ratio; AID 2675, 2010; Potency, µM (doses to about 57.5 µM), for inactives: at the highest dose activity change, negative = inhibition, most hits filed as inhibitors; Muscleblind-like protein 1 (Homo sapiens), Q9NR56; actives 0.036% (n = 280,000); active means well fitted inhibition curve with a large enough effect in the signal ratio, with a control signal flat, not every such curve was filed as active; inconclusive means small, poorly fitted or top-dose-only effect, or effect the other way, or a change in a side signal; inactive means no such curve, though single readings can be large or run the other way; the % refers to the signal ratio; further: potency means the concentration at half of the fitted maximal effect; on the % scale 0 is the no-effect control and ±100 the full control effect
#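 Compound titration spanned 92 nM–58 uM against the MBNL1-His/biotin-(CUG)12 complex. After 60 min at room temperature with 5 nM streptavidin-XL665 and 0.055 ng/ul terbium anti-His, ratiometric 665/545 nm emission (Ex 340 nm) normalized to controls.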
# PTAP TSG101 blk: qHTS Assay for Iinhibitors of HIV-1 Budding by Blocking the Interaction of PTAP/TSG101. Fluorescence polarization, FITC-PTAP peptide / Tsg101 binding. Potency, µM (top dose mostly 115 µM), inactives show at the highest dose activity change, negative = inhibition, actives largely listed as inhibitors. 340,000 tested, under 10 active; active means well fitted inhibition curve with a large enough effect in the main read-out, with a control signal flat, not every such curve was filed as active; inconclusive means small, poorly fitted or top-dose-only effect, or effect the other way, or a change in a side signal; inactive means no such curve, though single readings can be large or run the other way; further: potency means the concentration at half of the fitted maximal effect; % of control where 0% means no effect
# Target sequence (Q99816 whole entry, looked up): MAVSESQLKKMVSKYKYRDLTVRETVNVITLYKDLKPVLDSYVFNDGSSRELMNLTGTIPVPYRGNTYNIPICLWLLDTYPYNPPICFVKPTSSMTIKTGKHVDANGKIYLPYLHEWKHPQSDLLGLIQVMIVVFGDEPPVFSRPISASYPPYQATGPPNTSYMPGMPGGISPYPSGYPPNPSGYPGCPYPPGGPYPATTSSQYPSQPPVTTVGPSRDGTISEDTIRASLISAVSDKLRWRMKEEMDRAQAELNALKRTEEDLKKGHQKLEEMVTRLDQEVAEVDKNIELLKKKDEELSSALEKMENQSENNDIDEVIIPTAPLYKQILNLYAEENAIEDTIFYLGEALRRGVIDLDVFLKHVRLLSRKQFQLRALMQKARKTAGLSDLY
#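 Tsg101 binding domain (10 uM final) was mixed with compound and a FITC-labeled PTAP peptide (50 nM final) in HEPES pH 7.5 buffer with NaCl, Tween 20, EDTA and TCEP; fluorescence polarization was read after 20 min at r.t.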
# TSHR antagonist: Antagonists of the Thyroid Stimulating Hormone Receptor: HTS campaign | Thyrotropin receptor (Homo sapiens), P16473 | TSHR-expressing cells, TSH-stimulated cAMP HTRF, 2 h; stronger effect = lower value | activity change, negative = inhibition, % at 11.5 µM | actives 0.2% (n = 330,000) | AID 504810, 2011;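 active means activity change below a set negative limit, meaning inhibition stronger than a set level, cut at about -70% in these data; inconclusive means activity change between two set negative limits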; further: on the % scale 0 is the no-effect control and ±100 the full control effect
#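 Antagonism was scored as loss of TSH-driven cAMP in TSHR cells, stimulated with 4nM TSH (EC80) for 2 hours at 37 deg C and detected by homogeneous HTRF competition immunoassay.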
# * = called active by the depositor; ? = inconclusive; nt = not tested or not shown; [ ] = another dose, or the depositor's remark. Unless noted, the call rests on the fitted dose curve; in most records, active means well fitted curve in the direction sought with a large enough effect; inconclusive means small, poorly fitted or top-dose-only effect, or another doubt; inactive means no such curve, though single readings can be large; an effect the other way counts as inactive or inconclusive.
SMILES,Mito fusion yeast,TCR act,Menin MLL FP TR,MLL CXXC-DNA inh,S-ASM inh,A-T KAP1 phos,Integrin act MD,MBNL1-CUG inh,PTAP TSG101 blk,TSHR antagonist
COc1cccc(N2CCN(CC(=O)NC3=Nc4ccccc4N=C(C)C3c3ccccc3)CC2)c1 (configuration not stated),12%,0%,nt,5%,-2%,-9%,7%,-3%,-6%,-8
COc1ccc2[nH]c3c(c2c1)CCN1C(=O)C(CC(=O)NC(C)(C)C)C[C@H](C(=O)N2CCCCC2)[C@@]31C (some centres not stated),nt,6%[46.1 µM],nt,nt,-1%,3%,14%,nt,-2%,1
Cc1ccc(N(O)C(C)(C)C)cc1,nt,4%,nt,nt,1%,nt,0%,nt,-1%,nt
O=C(Nc1ccccc1C(=O)O)c1cccc(NC(=O)c2ccc(Br)o2)c1,-5%,-3%,46%[activator],-7%,4%,2%,-7%,-8%,-1%,-6
O=C(Cc1ccc(NS(=O)(=O)c2ccc(F)cc2)cc1)NCc1cccnc1,-5%,-9%,5%,12%,-1%,6%,?,0%,-5%,11
O=C(CSc1n[nH]c(=O)[nH]c1=O)NCC1CCCCC1,1%,5%,nt,0%,7%,-11%,4%,9%,-1%,3
COCCn1c(SCC(=O)NC(=O)NC(C)(C)C)nc2ccccc21,-2%,0%,nt,-12%,3%,6%,-15%,-8%,-1%,8
Cc1nc2ccccc2nc1OCC(=O)NCc1ccc2c(c1)OCO2,-5%,1%,1%,1%,0%,-9%,-53%[inhibitor],15%,-5%,3
CCOc1ccc2c(S(=O)(=O)O)cccc2c1[N+](=O)[O-],nt,-1%,nt,nt,3%,nt,-4%,nt,1%,nt
CCCCn1c(C(C)NC(=O)COC)nc2ccccc21 (configuration not stated),-6%,-6%[46.1 µM],-2%,1%,0%,nt,-2%,10%,-6%,-5
C/C(=N\NC(=O)CNc1cccc(C(F)(F)F)c1)c1cccc(Br)c1,-21%,-1%[46.1 µM],45%[activator],3%,2%,3%,-9%,-8%,-10%,9
O=C(NCC(c1cccs1)N1CCOCC1)c1ccccc1NS(=O)(=O)c1ccc(Br)cc1 (configuration not stated),8%,-4%[46.1 µM],2%,3%,nt,0%,-17%,-9%,2%,-17
CN(C(=O)c1ccc(COc2ccccc2Cl)o1)c1ccccc1,22%,0%,?,-10%,-3%,4%,-13%,-15%,-8%,-4
c1ccc(-c2csc(-n3cccn3)n2)cc1,-3%,1%,2%,-3%,-1%,-2%,5%,1%,-2%,-5
Cc1cc(C([O-])=C(C(=S)Nc2ccc(F)cc2)[n+]2ccccc2)c(C)n1-c1ccc(F)cc1,nt,1%,nt,nt,-3%,nt,34%,nt,1%,nt
COc1ccc(/C=C2\SC(=S)N(CCCC(=O)Nc3ccc(C(=O)O)cc3)C2=O)cc1OC,3%,-2%,56%[activator],56%[activator],-5%,-2%,-5%,?,24%,17
O=C(C1CC(=O)N(C2CCCCC2)C1)N1CCN(c2cccc(C(F)(F)F)c2)CC1 (configuration not stated),0%,-48%,-20%,-9%,-2%,7%,-22%,-2%,-7%,-17
Cc1cc(=O)oc2cc(NC(=O)c3ccnn3C)ccc12,0%,0%,nt,11%,175%[activator],28%,0%,3%,-1%,9
CCOC(=O)N1CCN(C(=O)CNC(=O)C23CC4CC(CC(C4)C2)C3)CC1,25%,-4%,nt,1%,-3%,11%,12%,-3%,-7%,0
COc1cc(/C=C/C(=O)O)cc(S(=O)(=O)N(CC(C)C)CC(C)C)c1OC,6%,-2%,14%,20%,8%,-3%,23%,-3%,-12%,-10
CCn1c(N)c(C(=O)NC2CCCCC2)sc1=S,20%,-7%[46.1 µM],8%,-2%,-6%,-4%,11%,?,-5%,6
CC1(C)CC(=O)c2cc3c(N)c(C(=O)NCc4ccccc4)sc3nc2C1,-2%,5%,25%,15%,-15%,-10%,17%,1%,-2%,-8
Cc1csc(NC(=O)c2cc(-c3ccccc3)nc3ccccc23)n1,?,6%[46.1 µM],?,1%,-14%,4%,26%,19%,0%,-21
CC(C)(C)c1ccc2c(c1)OC(C(=O)N/N=C\c1ccncc1)CO2 (configuration not stated),2%,-7%,nt,1%,-3%,-4%,-12%,3%,-2%,4
COc1ccc(-c2nn(C)c3sc(C(=O)NCCN(C)C)cc23)cc1OC,-3%,-1%,-23%,?,9%,-3%,-31%,-17%,-5%,3
CN(C1CCS(=O)(=O)C1)S(=O)(=O)c1ccc2ccccc2c1 (configuration not stated),0%,0%,nt,nt,6%,3%,1%,nt,-5%,0
CC(=O)C1=C(O)CC(c2ccccc2)CC1=NCCc1ccccc1 (configuration not stated),4%,-3%,-9%,3%,-1%,-2%,0%,-7%,-1%,-1
COc1ccc(-c2nc(CS(=O)CC(=O)N3CCc4ccccc4C3)c(C)o2)cc1 (configuration not stated),-3%,1%,-3%,4%,-1%,13%,-9%,-6%,-1%,0
Cc1ccc(C)c(CN2CCC(CNC(=O)CCc3nnc4ccc(N5CCC(C)CC5)nn34)CC2)c1,-5%,-3%,nt,-3%,0%,7%,-3%,-5%,-4%,-10
Cc1ccccc1S(=O)(=O)N1CCN(C)CC1,0%,nt,-6%,-5%,6%,-1%,3%,12%,-3%,-3
O=C(c1ccc(F)cc1)N1CCN(c2cnn(-c3ccccc3)c(=O)c2Cl)CC1,0%,13%,10%,27%,-2%,-2%,5%,0%,-1%,27
COc1ccc(NC(=O)c2sc(-c3ccccc3)nc2C)c(OC)c1,13%,3%,-20%,22%,20%,14%,3%,14%,-2%,2
COc1cc(-c2nnc(NC(=O)CS(=O)(=O)c3ccc(C)cc3)o2)cc(OC)c1OC,-1%,3%,nt,nt,nt,-6%,-4%,nt,-3%,-8
O=C1C=C(N2CCCCCC2)C(=O)N1c1ccc(Cl)cc1,-8%,-6%,44%[activator],2%,-4%,2%,-12%,?,-1%,-5
O=C(O)c1cccc(Nc2nc3ccccc3nc2NS(=O)(=O)c2cccs2)c1,5%,-6%,?,18%,12%,-1%,5%,2%,-6%,12
CCOc1ccc(NC(=O)C2CCN(S(=O)(=O)c3ccc4c(c3)CC(C)N4C(C)=O)CC2)cc1 (configuration not stated),-10%,-4%,3%,-12%,-11%,-9%,-27%,0%,-4%,-5
COc1ccc(Cc2nc3ccc(C(=O)N4CCCN(C=O)CC4)cc3o2)cc1,1%,1%,-17%,-1%,7%,2%,21%,0%,-3%,4
CCOc1ccc(C(C)=O)cc1COC(=O)CCc1cc(OC)c(OC)c(OC)c1,19%,-4%,-4%,16%,-1%,-2%,-15%,0%,0%,2
COc1ccc(CCn2c(S)nc3ccccc3c2=O)cc1,-14%,5%,?,?,3%,1.8µM*,13%,10%,1%,23
CSc1nnc(NC(=O)c2cc3ccccc3oc2=O)s1,-1%,4%,15%,-11%,-1%,1%,-1%,?,-2%,-7
COc1ccc(NC(=O)CCc2c(C)nc3nc(C)nn3c2C)cc1,-1%,-2%,11%,-5%,3%,-2%,-25%,-10%,-7%,-2
Cn1nc(CC#N)c2c(=N)n(N)cnc21,nt,3%,nt,nt,-1%,nt,-14%,nt,-6%,nt
O=C(NCc1ccccn1)c1ccc(Cl)cc1Cl,-5%,nt,7%,3%,6%,-8%,16%,8%,nt,0
CC(C)c1ccc(NC(=O)Cn2cccc2C2=NC(c3ccccc3)CO2)cc1 (configuration not stated),-1%,-2%[46.1 µM],6%,8%,-4%,-3%,-33%,-26%,-4%,20

# A portion of the library; count on the stated rates, not on these rows.
